# Screens from PubChem BioAssay.
# TIM10 inh = TIM10 yeast growth inhibition; S. cerevisiae TIM10 strain growth, BacTiter-Glo luminescence, 24 h; inhibition, % at 10 µM; 330,000 compounds, 1.4% hits; AID 463195;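 active = inhibition of 40% or more at the single tested concentration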;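 also: wild-type TIM10 isogenic control strain grown at permissive 25 °C; 0% = DMSO yeast wells and 100% = minimal medium wells without yeast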
# GRIN3A LBD mod = NR3A (human) ligand-binding domain modulation; 340,000 compounds, 2.5% hits; Tm shift relative to glycine control, % at 25 µM; NR3A LBD differential scanning fluorimetry, Tm shift; 0% = protein alone, 100% = glycine-bound protein;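 active = melting temperature shift of at least 10% of the positive control shift, at one fixed dose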
# CHOP UPR activ = apoptotic UPR (CHOP) activation; activation, % at 10 µM; 330,000 compounds, 0.34% hits; CHO-CHOP luciferase reporter, luminescence; percent of tunicamycin response over DMSO baseline;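 active = at 10 µM dose, activation of 40% or more, normalized to positive control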;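 also: 100% = tunicamycin at 10 µg/mL and 0% = DMSO alone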
#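 Dosing – one dose, 10 µM in 0.5% DMSO · System – CHO-CHOP cells, stable luciferase reporter of PERK-eIF2a-CHOP signalling · Input – 500 cells/well · Control set – tunicamycin 10 µg/mL final as positive, DMSO-only wells as negative · Timing – 6 h compound treatment, 37 °C · Measure – % activation vs tunicamycin · Technique – luminescence read with Steady-Glo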
# tim10-1 inh = inhibits growth of tim10-1 mutant yeast | S. cerevisiae tim10-1 ts strain growth, BacTiter-Glo, 24 h | 330,000 compounds, 2.2% hits | AID 463190 | inhibition, % at 20 µM;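 active = inhibition of at least 40%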;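 also: mutant grown at 25 °C; 0% = DMSO wells with yeast and 100% = wells holding no yeast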
# UPR XBP1 act = activators of adaptive arm of unfolded protein response (XBP1) | CHO-XBP1 luciferase reporter, IRE1-XBP1 UPR activation, luminescence; percent of tunicamycin response, DMSO as zero | activation, % at 20 µM | 330,000 compounds, 0.33% hits;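 active = versus positive control, 20 µM dose yields 30% or more activation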;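 also: 100% = tunicamycin at 10 µg/mL and 0% = DMSO only wells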
#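 Material: CHO cell line with stable XBP1 luciferase reporter; buffer or medium: F12 medium containing 10% fetal bovine serum; compound: single point, 20 µM final compound, 1% DMSO; incubation: 6 h treatment, 37 °C; measured by: glow luminescence from Steady-Glo reagent; evaluation: activation, % of tunicamycin; control set: tunicamycin high, DMSO low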
# APJ ag = APJ receptor agonism. activation, % at 20 µM. 330,000 compounds, 0.11% hits. CHO-K1 APJ PathHunter beta-arrestin, luminescence; 0% DMSO wells, 100% apelin;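 active = activation more than six SD over the plate average, tested at 20 µM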;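 also: 0% = DMSO alone and 100% = apelin-13 at 10 nM; some results filed as inactive read as strong as hits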
# Target sequence (P35414 whole entry, looked up): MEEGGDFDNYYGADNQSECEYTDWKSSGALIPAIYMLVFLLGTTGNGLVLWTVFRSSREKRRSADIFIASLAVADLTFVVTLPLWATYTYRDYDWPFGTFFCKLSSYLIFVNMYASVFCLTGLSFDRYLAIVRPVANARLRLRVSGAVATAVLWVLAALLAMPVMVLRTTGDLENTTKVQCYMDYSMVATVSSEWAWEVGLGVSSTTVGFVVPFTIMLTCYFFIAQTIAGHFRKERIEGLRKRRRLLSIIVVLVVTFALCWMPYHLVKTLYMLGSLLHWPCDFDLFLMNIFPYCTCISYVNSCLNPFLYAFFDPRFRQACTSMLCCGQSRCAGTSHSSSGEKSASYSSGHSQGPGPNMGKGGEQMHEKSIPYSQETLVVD
#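 Test system: CHO-K1 APJ beta-arrestin complementation cell line | Compound: Single test compound dose, 20 µM final, 1% DMSO | Incubation: Compound 90 min 25 °C, reagent 1 h | Measured by: beta-gal luminescence | Read-out basis: APJ–arrestin association signal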
# NLRP3 yeast inh = NALP3 inhibition in yeast; 330,000 compounds, 0.39% hits; Yeast reconstituted NLRP3/ASC/caspase-1, beta-gal luminescence, 24 h; inhibition, % at 10 µM;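 active = inhibition of 50% or more; inactive = inhibition below 50%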;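 also: plate controls were induced DMSO wells for no effect and uninduced yeast grown without galactose for full effect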
# Mdm2 MdmX PPI = inhibitors of human Mdm2/MdmX interaction; 330,000 compounds, 3% hits; O15151+Q00987; inhibition, % at 8 µM; SaOS-2 split-luciferase Mdm2/MdmX complementation, luminescence;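 active = inhibition of at least 50% at 8 µM in the primary screen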
# tim23-1 inh = tim23-1 yeast growth inhibition. S. cerevisiae tim23-1 growth, BacTiter-Glo luminescence, 24 h. inhibition, % at 20 µM. 330,000 compounds, 1.3% hits. AID 463212;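 active = growth inhibition of the mutant yeast at or above 50%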;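 also: temperature-sensitive mutant grown at 25 °C; plate controls were DMSO-treated mutant yeast for no effect and medium wells lacking yeast for full effect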
# * hit, by the source's call; / = not tested or not shown. Random draw from the library. About 8.2% of those tested had a hit in this group.
entry	smiles	TIM10 inh	GRIN3A LBD mod	CHOP UPR activ	tim10-1 inh	UPR XBP1 act
1	O=C1/C(=C\c2ccco2)NC(=S)N1c1ccccc1	17	-8	1.8	17	-2
2	CCCCC(c1nnnn1CS(=O)(=O)c1ccc(C)cc1)N1CCC(C(N)=O)CC1 (centres undefined)	2	-2	3.2	10	-5
3	O=C(N/N=C/c1c(O)n(Cc2ccco2)c(=O)[nH]c1=O)c1ccccc1	-5	-1	2.1	-7	3
4	CN(Cc1ccc(Cl)cc1)C(=O)CNC(=O)C12CC3CC(CC(C3)C1)C2	19	2	-1.3	17	-1
5	CCC1CCCCN1C(=O)c1ccc2nc(Cc3ccc(OC)cc3)oc2c1 (centres undefined)	13	-3	4.2	31	-3
6	COCCCNC(=O)c1c(F)c(F)c(F)c(F)c1F	0	1	-0.3	-8	-4
7	CCOC(=O)c1c(NC(=O)/C=C\C(=O)O)sc(C)c1-c1ccccc1	12	1	-0.7	14	-1
8	O=C(Nc1ccc(Cl)cc1)Nc1ccccc1NS(=O)(=O)c1cccs1	23	30*	4.5	20	3
9	CCOc1ccc(C(=O)CCC(=O)N2CCN(c3ccccc3O)CC2)cc1	7	0	-1.9	0	0
10	CCCCN(C(=O)c1cc(=O)[nH]c2ccccc12)c1c(N)n(CCC)c(=O)[nH]c1=O	-9	-2	0.6	6	1
11	O=S(=O)(c1ccccc1)N1N=C(c2cccs2)CC1c1ccc(F)cc1 (centres undefined)	38	3	-1.1	30	-3
12	Cc1cccc(NS(=O)(=O)c2ccc(NC(=O)CN(c3cc([N+](=O)[O-])ccc3C)S(C)(=O)=O)cc2)c1	12	22*	3.4	1	-2

entry	APJ ag	NLRP3 yeast inh	Mdm2 MdmX PPI	tim23-1 inh
1	-2	25	-28	17
2	0	13	20	-1
3	-9	14	-12	9
4	-3	-7	-8	39
5	0	7	-116	30
6	-1	1	23	4
7	-2	7	0	21
8	-1	11	21	10
9	0	19	24	10
10	0	-1	21	25
11	-3	-15	1	14
12	1	7	55*	12

# Following part
entry	smiles	TIM10 inh	GRIN3A LBD mod	CHOP UPR activ	tim10-1 inh	UPR XBP1 act
13	Cc1cc(F)ccc1S(=O)(=O)Nc1ccc(O)c(Sc2ncn[nH]2)c1	3	-1	0.8	-9	0
14	CC(Sc1n[nH]c(-c2ccccc2)n1)C(=O)c1c(N)n(C)c(=O)n(C)c1=O (centres undefined)	-10	0	-0.1	-16	-1
15	COc1ccc(O)c(/C=C(\C#N)C(=O)Nc2cccnc2)c1	18	1	6.4	5	5
16	c1ccc(N(c2ccccc2)c2nc(-n3ccnc3)nc(-n3ccnc3)n2)cc1	37	-2	1.0	8	-3
17	COc1ccc(NC(=O)Cn2cnc3sc(C)c(S(=O)(=O)N4CCOCC4)c3c2=O)cc1Cl	-15	-1	0.9	12	-4
18	CCCCn1c2ccc(C)cc2c2nnc(SCCN3CCCCC3)nc21	9	-3	3.1	22	0
19	CS(=O)(=O)NCc1csc(-c2ccccc2)n1	6	-1	-0.9	7	1
20	CCOC(=O)c1c(C)nn(Cc2ccccc2)c1N	1	-1	-3.2	8	-2
21	CC(C)(C)C(=O)Nc1ccc(Sc2ccc([N+](=O)[O-])cc2)cc1	27	-3	1.2	38	1
22	Cc1ccc(C(=O)N2CCN(c3ncccn3)CC2)cc1	-5	2	0.8	24	-1
23	COc1ccc(NC(C)C(=O)N/N=C/c2ccc([N+](=O)[O-])s2)cc1 (centres undefined)	11	-1	0.5	-116	-3
24	C/C(=N\Nc1cccc2cccnc12)c1ccccn1	-14	0	-2.5	13	-2

entry	APJ ag	NLRP3 yeast inh	Mdm2 MdmX PPI	tim23-1 inh
13	9	8	14	-2
14	0	13	21	-14
15	-2	23	-12	10
16	5	9	27	18
17	1	21	-2	12
18	-2	17	17	11
19	-2	9	11	10
20	9	-4	-1	-71
21	5	19	2	34
22	-4	12	-4	10
23	1	18	19	20
24	-2	22	-145	18

# 3 entries out of the list, sorted by length of the SMILES, descending.
entry	smiles	TIM10 inh	GRIN3A LBD mod	CHOP UPR activ	tim10-1 inh	UPR XBP1 act
21	CC(C)(C)C(=O)Nc1ccc(Sc2ccc([N+](=O)[O-])cc2)cc1	27	-3	1.2	38	1
18	CCCCn1c2ccc(C)cc2c2nnc(SCCN3CCCCC3)nc21	9	-3	3.1	22	0
24	C/C(=N\Nc1cccc2cccnc12)c1ccccn1	-14	0	-2.5	13	-2

entry	APJ ag	NLRP3 yeast inh	Mdm2 MdmX PPI	tim23-1 inh
21	5	19	2	34
18	-2	17	17	11
24	-2	22	-145	18

# Remaining list, next part:
entry	smiles	TIM10 inh	GRIN3A LBD mod	CHOP UPR activ	tim10-1 inh	UPR XBP1 act
25	CC(=O)c1ccc(S(=O)(=O)Nc2c(C)nn(C)c2C)cc1	-3	/	0.3	1	-1
26	CCOc1ccc(CNS(=O)(=O)c2cccs2)cc1OCC	-6	0	-3.0	-11	-5
27	CCOC(=O)C1CCCN(C(=O)/C=C/c2ccccc2[N+](=O)[O-])C1 (centres undefined)	-6	3	1.2	20	1
28	CN(C)CCCN1C(=O)c2cc3ccccc3cc2C1=O	-2	0	0.7	-12	-1
29	CCCCC(=O)Nc1ccc(C(=O)NCCN2CCOCC2)cc1	-4	1	0.9	-14	-2
30	CCC(C)NC(=O)c1ccc(CSCc2ccc(Cl)cc2)o1 (centres undefined)	-6	-1	0.3	40	-2
31	O=C(NC1CCCCC1)NC1CC2CCC(C1)N2C(=S)NCc1ccco1 (centres undefined)	-10	0	-1.0	-10	-1
32	COc1cc(OC)cc(-n2nnnc2SCC(=O)N2CCCC2)c1	-4	/	0.4	-21	-3
33	COc1ccc(COCC(O)CN2CCc3ccccc3C2)cc1OC (centres undefined)	-7	2	0.4	-16	-1
34	CSc1ccccc1OCc1cc(C(=O)N[C@H]2CCCCNC2=O)no1	18	1	4.6	28	1
35	COC(=O)C1=COC(C)C2CN3CCc4c([nH]c5cc(OC)c(OC)cc45)C3CC12 (centres undefined)	6	1	0.3	12	-2
36	O=C(CN1CCN(C2CCS(=O)(=O)C2)CC1)N1N=C(c2ccc(Cl)cc2)CC1c1ccco1 (centres undefined)	8	2	-0.6	-1	4

entry	APJ ag	NLRP3 yeast inh	Mdm2 MdmX PPI	tim23-1 inh
25	-4	15	6	-4
26	-2	11	5	8
27	0	1	21	17
28	0	2	-5	-4
29	-4	17	8	-5
30	0	-3	11	27
31	-2	7	13	8
32	3	14	-5	-4
33	1	18	-22	26
34	-2	9	-76	18
35	9	4	8	12
36	-3	17	26	9

# Profiles from above. Screens in order: TIM10 inh, GRIN3A LBD mod, CHOP UPR activ, tim10-1 inh, UPR XBP1 act, APJ ag, NLRP3 yeast inh, Mdm2 MdmX PPI, tim23-1 inh
# CCCCC(=O)Nc1ccc(C(=O)NCCN2CCOCC2)cc1 across the screens: -4, 1, 0.9, -14, -2, -4, 17, 8, -5
# CSc1ccccc1OCc1cc(C(=O)N[C@H]2CCCCNC2=O)no1 across the screens: 18, 1, 4.6, 28, 1, -2, 9, -76, 18
# O=C(NC1CCCCC1)NC1CC2CCC(C1)N2C(=S)NCc1ccco1 (centres undefined) across the screens: -10, 0, -1.0, -10, -1, -2, 7, 13, 8
# COc1cc(OC)cc(-n2nnnc2SCC(=O)N2CCCC2)c1 across the screens: -4, /, 0.4, -21, -3, 3, 14, -5, -4
# O=C(CN1CCN(C2CCS(=O)(=O)C2)CC1)N1N=C(c2ccc(Cl)cc2)CC1c1ccco1 (centres undefined) across the screens: 8, 2, -0.6, -1, 4, -3, 17, 26, 9

# Next section.
entry	smiles	TIM10 inh	GRIN3A LBD mod	CHOP UPR activ	tim10-1 inh	UPR XBP1 act
37	COc1ccc(NC(=O)CCC(=O)OCc2ccc(C(=O)Oc3ccc(Cl)cc3)cc2)cc1	-12	0	0.9	4	5
38	CC[C@@H](C)[C@H](NC(=O)C1CCN(C(=O)[C@@H](NS(=O)(=O)c2ccc(C)cc2)C(C)C)CC1)C(=O)O	10	0	-2.6	-1	-5
39	COCCNC(=O)c1cnn2c(C(F)F)cc(-c3ccc(C)cc3)nc12	21	-2	1.2	18	2
40	CC1CCC(C(C)C)C(OC(=O)C[n+]2cc(-c3ccc(Cl)cc3)n3c2CCCCC3)C1 (centres undefined)	6	-2	0.6	3	8
41	CCOC(=O)c1nnn(-c2nonc2N)c1CN(C)Cc1ccccc1	13	-2	0.4	20	-2
42	CCCNC(=O)CCc1c(C)nc2nc(C)nn2c1C	4	-1	-0.1	-5	1
43	CCOC(=O)c1c(C)[nH]c(C)c1C(=O)COC(=O)c1ccc(OC)cc1	21	-1	-1.5	-6	0
44	COCC(=O)N1CCCC(CNS(=O)(=O)c2ccc(OC)cc2)C1 (centres undefined)	-6	0	-0.1	-12	-2
45	CC(C)(O)CCc1c(-c2ccc(O)cc2O)oc2c3c(cc(O)c2c1=O)OC(C)(C)C=C3	5	9	-1.7	11	2
46	O=C(COC(=O)c1n[nH]c2ccccc12)NCc1ccccc1	7	-5	0.0	9	-1
47	c1ccc(CSCc2nc3ccccc3[nH]2)cc1	-22	-1	4.0	10	-1
48	Nc1nnc(SCc2ccccc2)n1-c1ccccc1	8	2	-1.0	11	-1
49	CCS(=O)(=O)c1ccc2oc(Nc3ccccc3C)nc2c1	-9	2	3.3	21	0
50	Cc1cccc(-n2c(-c3ccco3)n[nH]c2=S)c1	3	-3	-0.6	16	-1

entry	APJ ag	NLRP3 yeast inh	Mdm2 MdmX PPI	tim23-1 inh
37	4	-4	-18	9
38	0	10	-4	3
39	-5	14	12	-4
40	-3	7	85*	4
41	-2	9	1	28
42	-1	-3	-1	4
43	-3	22	25	27
44	-2	12	5	1
45	-3	11	48	19
46	-2	-15	4	0
47	-2	18	-43	5
48	-3	-3	7	3
49	-5	3	-30	16
50	3	1	14	18
